MLLE-PAM2 inh – inhibitors of microRNA-mediated deadenylation, human PABP1 MLLE binding. GST-MLLE / FITC-PAM2 fluorescence polarization. inhibition, % at 20 µM. hit rate 0.36% among 360,000; in the data active = inhibition above about 35%, passing the limit was not always enough;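 note: plate controls were DMSO wells with GST-MLLE for no effect and wells lacking GST-MLLE protein for full effect; some results filed as inactive read as strong as hits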
FAS TE block – blocks the thioesterase domain of human fatty acid synthase. inhibition, % at 15 µM. hit rate 0.67% among 360,000. recombinant FAS-TE, OMFH fluorogenic substrate, fluorescence endpoint. P49327;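 active = compounds whose normalised, plate-corrected inhibition of enzyme fluorescence in the single-dose primary screen is 50% or more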;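 note: 0% = DMSO with enzyme and 100% = substrate without enzyme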
NRP1-CendR mod – modulators of CendR peptide binding to human neuropilin-1. O14786. FAM-RPARPAR peptide binding to NRP-1, fluorescence polarization. hit rate 0.85% among 360,000. AID 602438. inhibition, % at 25 µM;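 active = inhibition or corrected inhibition above about 18%, plus a signal ratio from 0.5 to 1.5, limit read from the data, passing the limit was not always enough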; note: strong numbers were not always called active
SKN-1 block – blocks SKN-1 activity in C. elegans | C. elegans VP596 Pgst-4::GFP/RFP ratio, acrylamide-induced, 24 h | inhibition, % at 21.8 µM | hit rate 0.49% among 360,000;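 active = interference check ratio from 0.5 to 1.5 plus GFP to RFP signal ratio inhibition reaching or exceeding a fixed threshold, cut at about 30% in these data, passing the limit was not always enough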; note: some compounds called inactive have numbers as strong as hits
Rin1 Abl inh – inhibitors of human Rin1-Abl protein interaction | P00519+Q13671 | TR-FRET Rin1/Abl binding, biochemical | inhibition, % at 7.35 µM | hit rate 0.4% among 360,000 | AID 588664; in the data active = inhibition above about 5%, passing the limit was not always enough
MsrA act – bovine methionine sulfoxide reductase A activation; purified bovine MsrA, absorbance read-out; activation, % at 10.6 µM; hit rate 0.3% among 360,000; in the data active = activation above about 7.5%;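 note: 0% = vehicle and 100% = reference activator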
MT1-MMP act inh – blocks activation of human MT1-MMP. HT1080 RFP-PRO-GFP cells, GFP/RFP ratio fluorescence, overnight; percent of plate control window, DMSO zero. GFP/RFP ratio change, % at 20 µM. hit rate 0.061% among 360,000. AID 651647;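 active = GFP/RFP ratio change of at least 30% with cell ATP level not reduced by more than half and red fluorescence within 50% of control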; note: strong numbers were not always called active
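Material: RFP-PRO-GFP reporter HT1080 cells. Dosing: single-point 20 µM compound, 1% DMSO. Controls: DMSO and RFP-L50D-GFP cell wells. Timing: cells overnight before dosing, compound overnight, 37 °C, 5% CO2. Measure: GFP/RFP fluorescence ratio.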
eLon inh – inhibits E. coli Lon protease | P0A9M0 | inhibition, % at 7.94 µM | hit rate 0.42% among 360,000 | purified E. coli Lon protease, fluorescence polarization | AID 602123; in the data active = inhibition above about 13%, passing the limit was not always enough;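 note: 0% = enzyme with probe and DMSO and 100% = no enzyme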
Neddyl block – inhibitors of human cullin neddylation. P61081+Q13564. TR-FRET cullin neddylation, biochemical. calls only at 25 µM. AID 651699. hit rate 0.58% among 360,000; in the data active = inhibition above about 36%
Starred values were filed as active, the others as inactive; i = inactive; / = not tested or not shown; + = active, no number.

SMILES	MLLE-PAM2 inh	FAS TE block	NRP1-CendR mod	SKN-1 block	Rin1 Abl inh	MsrA act	MT1-MMP act inh	eLon inh	Neddyl block
O=C(COC(=O)CNC(=O)c1ccc(Cl)cc1)NC1CCCCCC1	-16.9	-7.3	-8.7	-1.8	2.7	-4.7	2.1	2.2	i
COc1ccc(Cc2nnc(N)s2)cc1OC	31.9	-11.5	4.9	-1.7	2.7	3.0	1.1	0.1	i
CC1CCCC(NC(=O)CCN2C(=O)COc3ccccc32)C1C (configuration not stated)	9.0	0.8	-0.9	8.6	-2.3	-4.9	5.4	-3.9	i
Cc1cccc(C(=O)NC(=S)NNC(=O)COc2c(C)cccc2C)c1	-22.9	-0.5	6.0	-1.4	-0.1	-5.0	1.1	-4.6	i
CCN1CCN(S(=O)(=O)c2ccc3c4c(cccc24)C(=O)N3CC)CC1	10.4	-4.9	-0.1	6.3	-2.2	-1.3	3.4	-11.3	+
COc1ccc(/C=C/C(=O)O)cc1S(=O)(=O)N1CCC(Cc2ccccc2)CC1	-2.5	-1.6	4.2	-1.1	-1.2	0.5	2.8	-6.2	i
CCOC(=O)c1sc(NC(=O)CN2C(=O)NC3(CCCCCCC3)C2=O)c(C(=O)OCC)c1C	5.6	30.0	-0.7	3.6	-3.1	-0.8	1.7	-3.6	i
C=CCc1cccc(CNc2nc3ccccc3n2C(C)C)c1O	-3.1	37.5	-11.1	8.3	3.3	0.4	6.8	-4.9	i
Cc1cc(NC(=O)C(=O)NCCN2CCN(C(=O)c3cccs3)CC2)ccc1Br	13.0	-3.4	7.1	5.7	-1.2	-1.0	0.4	2.6	i
Cc1ccc2c(c1)N(CC(=O)Nc1ccc3c(c1)OCCO3)C(=O)CO2	-10.9	-2.5	-1.1	-3.4	-1.5	-2.5	0.9	1.0	i
C=CCNC(=S)N/N=C/c1ccc(N(CC)Cc2ccccc2)cc1	8.5	30.6	5.1	10.2	-4.3	-7.0	-14.5	1.1	+
COc1ccc(OCCCc2c(C)n[nH]c2C)cc1	2.1	-12.4	-4.6	11.2	1.7	-1.3	6.0	-5.0	i
O=S(=O)(c1ccc(Cl)cc1)N(Cc1ccccn1)Cc1ccccn1	15.4	0.6	-1.3	-3.8	0.4	3.4	0.9	-2.7	i
O=c1cc(N2CCc3ccccc3C2)[nH]c(=O)n1C1CCCCC1	-0.5	-5.0	-2.8	-33.1	-1.3	-3.3	-40.3	-0.3	i
c1ccc(-c2nnc3nc(N4CCCCC4)nc(N4CCCCC4)n23)cc1	-13.9	26.8	14.0	4.2	2.2	-3.0	0.1	-3.4	i
COc1ccc2oc3c(ccc[n+]3C)c(=O)c2c1	-127.3	-1.3	10.3	7.7	1.4	-4.2	-0.1	-5.3	i
Cc1cc(C)c(NC(=O)c2ccc[n+](Cc3ccc([N+](=O)[O-])cc3)c2)c(C)c1	7.2	-9.7	-7.1	0.2	-0.8	-2.7	5.3	-18.4	i
CC[N+](CC)(CC=C(C)C)CC(=O)OC	-7.8	-6.7	0.4	-1.4	-5.9	-12.1	0.2	-6.4	i
CCCNC(=O)C(Cc1ccc(I)cc1)NC(=O)c1ccc2ccccc2n1 (configuration not stated)	5.5	24.6	-1.4	4.7	0.8	-12.9	3.8	8.1	i
O=C(Nc1cccc(-c2cn3c(n2)SCC3)c1)c1ccc2c(c1)OCO2	0.1	5.2	-0.8	4.8	-3.5	0.4	-0.1	-2.8	i
Cc1cc(C)nc(NC(=NCCc2c[nH]c3ccccc23)NC(=O)Nc2ccc(Cl)c(Cl)c2)n1	10.8	39.5	2.7	-0.5	-1.9	-2.3	-5.7	5.2	i
Cc1ccnc2nc(C(=O)OC(C)C(=O)NCc3ccccc3)nn12 (configuration not stated)	-8.8	-8.2	4.7	8.6	-1.3	-3.6	1.2	0.1	i
COc1ccc(OC)c(NC(=O)CCCN2C(=S)NC(C)(C)CC2C)c1 (configuration not stated)	-75.4	-6.6	-4.0	10.8	1.1	-5.1	-3.6	7.4	i
COc1cnn(-c2ccc(C)cc2)c(=O)c1Br	6.8	-7.4	-20.8	-7.1	-7.4	-1.6	0.0	-10.0	i
COCc1cc(=O)[nH]c(/N=C(\N)Nc2ccc(Oc3ccccc3)cc2)n1	-4.6	1.8	-13.6	2.4	-4.0	-1.7	-1.6	-1.7	i
CC(C)C1(C(C)C)OC(=O)c2ccccc21	24.7	-5.1	4.5	-2.1	-3.1	-0.5	3.9	5.4	i
CCOC(=O)N1CCN(S(=O)(=O)c2c[nH]c(C(=O)OC)c2)CC1	0.2	-2.4	-3.6	21.2	0.4	-1.2	-1.2	-4.5	i
Cc1cccc(NC(=O)Nc2ccccc2)n1	-1.0	-4.4	3.7	9.8	2.9	-5.6	-3.1	9.8	i
COC(=O)CSc1nnc(CSc2nc(C)cc(C)n2)n1Cc1ccco1	-20.4	0.4	-27.2	-3.9	-1.1	0.2	3.2	-9.6	i
CC(C)(C)C1CCC(N2CCN(c3ccccc3)CC2)CC1 (configuration not stated)	-13.7	3.2	6.4	9.3	-0.3	3.2	-0.7	-9.1	i
CCOc1ccc(S(=O)(=O)N2CCC(C(=O)NC3CC3)CC2)cc1Cl	15.7	-2.6	4.1	14.1	-1.4	-4.5	1.5	-0.9	i
CC(Sc1nncn1C)C(=O)Nc1ccc(S(N)(=O)=O)cc1 (configuration not stated)	8.2	-6.4	-5.3	7.6	-1.7	-2.1	-5.7	-8.2	i
CCCCC(=O)Nc1nnn(CCC)n1	4.2	-8.1	-14.6	1.7	1.6	-2.9	2.2	0.2	i
CCCc1nnc(SCC(=O)Nc2ccc(OCC)cc2)n1N	7.5	-4.6	7.8	-10.1	0.2	2.0	3.5	-1.0	i
Cc1ccc(Cl)cc1NC(=O)COC(=O)CN1C(=O)C2CCCCC2C1=O (configuration not stated)	-6.3	-1.0	26.2*	-12.4	-2.2	-2.6	2.3	-3.7	i
COC(=O)CCc1c(C)c(C#N)c2nc3ccccc3n2c1N1CCCC1	-1.5	0.4	-11.3	2.6	-2.8	-1.4	-6.0	-4.1	/
CC1(C)CC(Nc2ccc(C(F)(F)F)cc2[N+](=O)[O-])CC(C)(C)N1	-3.5	-15.8	4.1	1.2	-1.8	-8.5	0.5	1.4	i
Cc1ccn(S(=O)(=O)c2ccc3oc(=O)ccc3c2)n1	3.6	-2.7	7.4	16.3	1.8	-2.4	4.0	-5.3	i
CCc1ccc(N2C(=O)C3C4C=CC(CC4)C3C2=O)cc1 (configuration not stated)	9.2	-0.4	13.1	17.6	3.8	-4.3	2.2	0.2	i
Cc1ccc(C)c(C(=O)COC(=O)c2cc([N+](=O)[O-])ccc2NCCO)c1	-3.4	62.3*	-2.5	7.3	-0.5	-4.0	0.8	3.8	i
COC(=O)c1cc2c(ccn2-c2ccc(F)cc2)n1Cc1ccc(OC(C)=O)cc1	10.3	31.5	-21.1	6.8	2.6	2.7	-7.1	-1.2	i
CC(=O)c1ccc(OCC(=O)N2CCN(S(=O)(=O)c3ccc(Br)s3)CC2)cc1	-35.5	12.5	4.1	6.7	2.3	0.1	-1.3	-2.8	i
Cc1ccc(-c2nnc(Nc3ccccc3)o2)cc1	-1.7	-5.1	8.7	7.9	0.1	-2.3	2.7	-0.4	i
CC1CCN(C(=O)c2ccccc2NC(=O)c2cccc(S(=O)(=O)N3CCOCC3)c2)CC1	-8.3	-2.7	3.1	-5.9	-1.5	-1.0	5.2	-2.9	i
CC(=O)Oc1ccc(C(=O)N2c3ccccc3NC(=O)C2C)cc1 (configuration not stated)	9.2	-0.1	7.3	-18.0	5.8	-13.3	-2.8	0.1	i
O=C(NC1CC1)c1cc(Cl)ccc1[N+](=O)[O-]	-3.8	-7.0	-21.2	12.5	4.8	4.6	1.5	-1.5	i
COc1cccc(NC(=O)C(C)N2C(=O)c3ccccc3S2(=O)=O)c1 (configuration not stated)	5.2	-3.1	-2.9	-10.9	1.8	-3.0	0.0	-6.9	i
C[C@H](O)[C@@H]1C(=O)N2CCc3ccc(N4CCOCC4)cc3[C@@H]2C[C@@H]1N(C)S(=O)(=O)c1ccccc1	7.4	-12.3	4.0	-11.0	-2.1	4.7	-1.7	-5.2	i
Cc1ccc(-c2cccc(C3CC=CC4C3C(=O)N(Cc3ccccc3)C4c3ccc(C(F)(F)F)cc3)c2)cc1 (configuration not stated)	-13.8	25.0	-2.0	3.9	5.5	-1.4	-1.4	-5.0	i
COc1cc2c(cc1OC)C(C)N(C(=O)c1sccc1C)CC2 (configuration not stated)	-3.9	-4.4	6.0	18.0	-1.7	-3.1	-1.3	-0.7	i
COc1cccc(C(=O)C2CCCN(Cc3cccc(OCCO)c3)C2)c1 (configuration not stated)	3.6	-3.8	-8.9	-12.2	-2.4	-3.8	-2.0	-0.1	i
CN=C1SC(CC(=O)Nc2ccc(F)cc2F)C(=O)N1/N=C(\C)c1cccc(OCC(=O)O)c1 (configuration not stated)	-109.9	-4.7	-0.3	-5.6	-3.5	-2.7	-5.5	-1.3	i
COc1cc(NC(=O)c2cccnc2Sc2ccc(C)c(C)c2)cc(OC)c1OC	15.9	-4.4	1.8	-10.7	-4.2	-12.8	0.4	-4.8	i
COCc1ccc(CN2CCCC(C(=O)Nc3ccc(-c4cscn4)cc3)C2)o1 (configuration not stated)	-1.9	-3.7	11.2	-8.3	0.8	1.0	0.5	-6.0	i
C=CCNC(=O)c1ccccc1NC(=O)c1ccc(Cl)c(S(=O)(=O)Nc2cc(C)ccc2C)c1	-1.9	34.7	3.4	1.0	1.8	-3.0	-4.3	-2.3	/
COC(=O)c1ccc(COC(=O)CNC(=O)C2CCCCC2)cc1	-0.7	0.8	11.2	2.9	5.3	-13.2	-0.9	-6.5	i
CCN(c1ccc(OC)cc1)S(=O)(=O)c1csc(C(N)=O)c1	-5.4	0.6	-2.6	5.2	2.3	-3.6	3.9	-1.3	i
CC(C(=O)OCC(=O)N1CCCCC1)N1C(=O)c2ccccc2C1=O (configuration not stated)	8.4	-6.7	-0.3	3.1	-3.0	-1.7	-4.5	-13.7	i
CC(OC(=O)c1cccc(-n2cnnn2)c1)C(=O)Nc1ccc(F)cc1Cl (configuration not stated)	1.3	3.3	12.0	15.9	-0.4	-2.3	3.3	-8.0	i
COC(=O)c1ccc(C2/C(=C(\O)c3ccc4c(c3)OCCO4)C(=O)C(=O)N2CCCN(C)C)cc1 (configuration not stated)	-1.9	-8.7	16.8	-11.7	-1.0	-3.6	3.6	-1.5	i
(more compounds)
SMILES	MLLE-PAM2 inh	FAS TE block	NRP1-CendR mod	SKN-1 block	Rin1 Abl inh	MsrA act	MT1-MMP act inh	eLon inh	Neddyl block
COC(=O)COc1ccc(S(=O)(=O)Nc2ccc(C(N)=O)cc2)cc1Cl	-2.9	-3.1	-7.8	-8.2	-1.3	-4.0	0.3	-13.5	i
CCc1cccc(CC)c1NC(=O)CO/N=C(\C)c1cccs1	-4.0	0.0	-1.3	-8.7	0.1	-1.1	-35.2	-3.7	i
Cc1ccc(C)c(OCC(=O)Nc2cc(C(=O)O)cc(C(=O)O)c2)c1	4.0	-6.0	-13.0	-1.4	-1.1	-1.1	1.2	0.6	i
CC(=O)Nc1ccc2nc(NC(=O)C(Cl)(Cl)Cl)sc2c1	-7.2	-3.9	-1.7	14.7	-2.2	-3.0	-0.7	9.3	i

Shown as comma-separated lines: part of the list above.
SMILES,MLLE-PAM2 inh,FAS TE block,NRP1-CendR mod,SKN-1 block,Rin1 Abl inh,MsrA act,MT1-MMP act inh,eLon inh,Neddyl block
CCc1cccc(CC)c1NC(=O)CO/N=C(\C)c1cccs1,-4.0,0.0,-1.3,-8.7,0.1,-1.1,-35.2,-3.7,i
CC(=O)Nc1ccc2nc(NC(=O)C(Cl)(Cl)Cl)sc2c1,-7.2,-3.9,-1.7,14.7,-2.2,-3.0,-0.7,9.3,i
Cc1ccc(C)c(OCC(=O)Nc2cc(C(=O)O)cc(C(=O)O)c2)c1,4.0,-6.0,-13.0,-1.4,-1.1,-1.1,1.2,0.6,i
